Bioassay records deposited in PubChem BioAssay by Sanford-Burnham Center for Chemical Genomics.
Apaf1 inhib: inhibitors of human Apaf-1 apoptosome, primary screen, biochemical, DEVD-Rh110 fluorescence, uHTS; Apoptotic protease-activating factor 1 (Homo sapiens), O14727; reconstituted apoptosome caspase-3 activity; inhibition, % at 20 µM; 330,000 tested, 0.71% active; AID 489030, 2010; active = inhibition of at least 40% at 20 µM;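 also: plate controls were DMSO wells for no effect and DEVD-CHO caspase inhibitor wells for full effect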
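System: Apoptosome proteins | Medium: Hepes pH 7.5 with detergent and BSA | Also added: Cytochrome c trigger plus (Z-DEVD)2-Rh110 caspase-3 substrate | Incubation: 30 min compound preincubation, 50 min activation, room temperature | Detection: Rhodamine 110 fluorescence at Ex 480/Em 540 nm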
Gli-Sufu block: Gli-Sufu pathway antagonists, primary screen, luciferase luminescence, Sufu-KO-LIGHT cells, uHTS; Sufu-KO-LIGHT fibroblasts, Gli luciferase reporter luminescence; inhibition, % at 5 µM; 340,000 tested, 0.74% active;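 active = inhibition above about 55%, limit read from the data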;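 also: 0% = DMSO-treated cells and 100% = wells with medium but no cells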
SENP7 inh: SENP7 protease inhibitors, primary screen, biochemical, luminescence, uHTS; Sentrin-specific protease 7 (Homo sapiens), Q9BQF6; recombinant SENP7, Z-RLRGG-aminoluciferin luminescence, 40 min; inhibition, % at 5 µM; 330,000 tested, 1.5% active;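 active = inhibition above about 50% at the single test dose, limit read from the data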;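 also: plate controls were DMSO with enzyme for no effect and no enzyme buffer wells for full effect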
Target sequence (Q9BQF6 706-1050 limits assumed): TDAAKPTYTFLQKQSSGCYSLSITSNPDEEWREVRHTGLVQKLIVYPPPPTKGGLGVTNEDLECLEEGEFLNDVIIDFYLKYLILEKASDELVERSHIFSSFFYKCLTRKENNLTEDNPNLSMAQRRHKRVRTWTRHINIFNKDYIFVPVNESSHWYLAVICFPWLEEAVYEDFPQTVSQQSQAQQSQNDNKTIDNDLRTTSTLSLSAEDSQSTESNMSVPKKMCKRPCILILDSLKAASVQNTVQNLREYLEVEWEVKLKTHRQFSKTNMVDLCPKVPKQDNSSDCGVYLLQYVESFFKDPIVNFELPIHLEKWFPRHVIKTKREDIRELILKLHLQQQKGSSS
697 NFkB inh: inhibitors of PMA/ionomycin-induced NF-kB reporter, 697 cells, primary screen, B-cell NF-kB inhibitor project, cell-based, luminescence, uHTS; 697 B-cell NF-kB luciferase reporter, 16 h; inhibition, % at 4 µM; AID 435022, 2010; 330,000 tested, 0.33% active; in the data active = inhibition above about 35%
HKDC1 inh: HKDC1 hexokinase inhibitors, primary screen, biochemical, fluorescence, uHTS. inhibition, % at 20 µM. recombinant HKDC1, G6PDH/diaphorase resazurin coupled fluorescence. AID 493160, 2011. 340,000 tested, 0.16% active. Q2TB90;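 active = inhibition above about 35% when tested at 20 µM, limit read from the data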;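 also: plate controls were DMSO wells with enzyme for no effect and DMSO wells lacking enzyme for full effect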
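System: Recombinant HKDC1 hexokinase | Amount: HKDC1 at 5 µg/mL | Reagent: Glucose with 1 mM ATP | Doses: Single 20 µM dose | Incubation: Reaction time 90 min, room temperature, protected from light | Signal: Coupled resazurin fluorescence, excitation 525 nm, emission 613 nm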
Jurkat NFkB inh: inhibitors of induced NF-kB luciferase reporter, primary screen, TCR NF-kB activation inhibitor project, cell-based, luminescence, uHTS; inhibition, % at 4 µM; Jurkat, PMA/ionomycin-induced NF-kB luciferase reporter; 330,000 tested, 0.53% active
UBC13 inh: UBC13 polyubiquitin chain formation inhibitors, primary screen, biochemical, TR-FRET, uHTS; Ubiquitin-conjugating enzyme E2 N (Homo sapiens), P61088; inhibition, % at 20 µM; 330,000 tested, 0.47% active; AID 485273, 2010; in the data active = inhibition above about 45%, passing the limit was not always enough
Target sequence (P61088 whole entry, looked up): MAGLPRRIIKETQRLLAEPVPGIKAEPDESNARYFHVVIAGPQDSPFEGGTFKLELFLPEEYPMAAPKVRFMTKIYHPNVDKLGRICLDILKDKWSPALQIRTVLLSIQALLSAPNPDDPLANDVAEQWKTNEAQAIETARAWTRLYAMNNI
SENP8 inh: SENP8 protease inhibitors, primary screen, biochemical, luminescence | purified SENP8, Z-RLRGG-aminoluciferin cleavage | 330,000 tested, 1.2% active | AID 2540, 2010 | inhibition, % at 10 µM
Target sequence (Q96LD8 whole entry, looked up): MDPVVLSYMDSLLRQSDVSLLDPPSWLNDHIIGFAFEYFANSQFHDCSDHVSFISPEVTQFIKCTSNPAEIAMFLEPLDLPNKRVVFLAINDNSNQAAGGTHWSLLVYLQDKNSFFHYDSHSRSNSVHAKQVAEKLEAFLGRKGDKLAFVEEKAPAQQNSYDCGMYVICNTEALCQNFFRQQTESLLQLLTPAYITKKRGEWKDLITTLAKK
* = called active by the depositor; / = no result given. Rule as the data show it, unless noted: active = inhibition above about 50%; inactive = the rest. An unsorted share of the library. About 3.6% of those tested had a hit in this group.

Sample of the layout, 3 compounds:
SMILES	Apaf1 inhib	Gli-Sufu block	SENP7 inh	697 NFkB inh	HKDC1 inh	Jurkat NFkB inh	UBC13 inh	SENP8 inh
Cc1ccccc1NC(=O)COc1nsnc1N1CCOCC1	3	0	2	10	-4	-4	-10	3
Cc1cc(C)n(C(=O)c2ccc([N+](=O)[O-])cc2Cl)n1	4	3	2	-21	-3	0	-16	1
COC(=O)C(C)NC(=O)CNS(=O)(=O)c1ccc(F)cc1 (stereo not given)	-1	-4	5	18	-2	20	1	3

All compounds of this part, from the start:
SMILES	Apaf1 inhib	Gli-Sufu block	SENP7 inh	697 NFkB inh	HKDC1 inh	Jurkat NFkB inh	UBC13 inh	SENP8 inh
Cc1ccccc1NC(=O)COc1nsnc1N1CCOCC1	3	0	2	10	-4	-4	-10	3
Cc1cc(C)n(C(=O)c2ccc([N+](=O)[O-])cc2Cl)n1	4	3	2	-21	-3	0	-16	1
COC(=O)C(C)NC(=O)CNS(=O)(=O)c1ccc(F)cc1 (stereo not given)	-1	-4	5	18	-2	20	1	3
O=C(NCC1CCN(Cc2ccc(Cl)cc2)CC1)C1CCCN(c2ncnc3c2nc2n3CCCCC2)C1 (stereo not given)	5	45	-13	-57	-2	29	78*	-9
CC[C@@H](C)[C@@H](C(=O)N1CCN(C(=O)OC(C)(C)C)CC1)n1cc(CCC(=O)O)nn1	-8	-11	1	18	-3	8	1	-10
COc1ccc(CCNC(=O)c2csc3c2CCCC3)cc1	0	-19	7	-1	-4	-11	-2	7
CCN(CC)/C(=N/S(=O)(=O)c1ccc(C)cc1)c1ccccc1	-11	6	0	4	-2	-3	5	3
Cc1cccc(C)c1OCC(N)C(C)C (stereo not given)	9	9	7	-21	-9	1	-11	5
O=C(Oc1c(Cl)cc(Cl)c2ccccc12)N1CCCC1	3	6	4	-2	4	7	8	2
O=C(NCc1cccnc1)c1cc2nc(-c3ccc4c(c3)OCO4)cc(C(F)(F)F)n2n1	3	1	-3	2	-1	-14	-1	-3
Cc1cccc(OCCCC(=O)Nc2nnc(C3CCCO3)s2)c1C (stereo not given)	18	-9	2	9	1	11	2	4
CCCCc1nnc(NC(=O)C23CC4CC(CC(NC(C)=O)(C4)C2)C3)s1	-3	-8	2	-24	-3	-6	10	1
O=C(NCC1CCCO1)C(=O)NCC(c1ccco1)N1CCN(c2ccccc2)CC1 (stereo not given)	-7	-4	-4	-7	-9	12	1	-2
S=c1nc(C2CCCCC2)n(-c2ccccc2)[nH]1	1	7	-8	-30	-2	-8	-9	-2
CN(c1ccccc1)S(=O)(=O)c1cccc(NC(=O)CN2C(=O)NC3(CCCC3)C2=O)c1	22	-4	-10	4	0	-9	0	-11
COC(=O)Cn1c(CCS(=O)(=O)c2ccc(Cl)cc2)nc2ccccc21	-4	3	-4	10	-3	6	-3	2
COC(=O)Cc1cccc2c(=O)c3ccccc3oc12	-7	-3	-4	-22	0	-15	3	-14
COC(=O)c1cc(Br)c(=O)n(CCc2ccc(O)cc2)c1	-7	4	9	12	0	9	5	7
O=C(NCc1ccncc1)C(=O)Nc1nc2ccccc2s1	-9	11	-6	-39	8	-7	-8	-18
CCC(=O)OCC(=O)c1cc(C)n(-c2ccc(Br)cc2)c1C	-5	-11	2	3	6	4	8	3
O=C(CNC(=O)c1ccco1)Nc1ccc(N2CCCCCC2)cc1	-1	-37	1	-12	-3	-26	-2	1
CC(NC(=O)COC(=O)C1CC1C)c1cccc(Cl)c1 (stereo not given)	1	4	-6	1	-7	-23	-2	3
C=CCNc1nnc(C)c2ccccc12	-4	0	-11	-5	2	-5	-6	-12
O=C(N/N=C/c1ccc(N2CCOCC2)s1)c1ccccc1Br	-6	-8	11	-12	-10	-10	-19	4
CCOC(=O)C1CC(c2ccccc2)=NNC1=O (stereo not given)	-4	-1	-6	13	-13	-2	7	3
O=C1CCCC(=O)N1c1ccc(Oc2ccc(Cl)cc2)cc1	-10	-14	-4	-18	13	-4	-5	-4
Cc1cc(=O)oc2c3c(cc(OCC(=O)NCC(=O)N[C@H](C(=O)O)C(C)C)c12)OC(C)(C)CC3	-2	-2	3	4	-1	6	14	2
Cn1c(=O)c2c(ncn2CC(=O)OCC(=O)NCc2ccccc2Cl)n(C)c1=O	-4	7	6	12	-9	3	6	-13
CCOC(=O)N1CCN(S(=O)(=O)c2ccc(C(=O)Nc3sc4c(c3C(N)=O)CCN(CC)C4)cc2)CC1	13	8	11	-25	2	-18	-8	4
OC(CNCC1CCCO1)Cn1c2ccc(Br)cc2c2cc(Br)ccc21 (stereo not given)	43*	3	5	13	3	5	58*	-15
CN(Cc1ccc(Cl)s1)C(=O)CN1C(=O)N(C)C2(CCCCC2)C1=O	2	-15	17	-10	-4	1	0	-12
CCOC(=O)N1CCN(c2cc(=O)n(C3CCCCC3)c(=O)[nH]2)CC1	-5	0	5	10	3	-3	7	5
O=C(c1ccc2ncsc2c1)N1CCCC(C(F)(F)F)C1 (stereo not given)	42*	-4	6	7	-7	6	11	-18
CCOC(=O)Cn1nnc(-c2ccc([N+](=O)[O-])cc2)n1	6	-31	-1	3	-4	-5	-10	-6
CC(=O)c1ccc(NC(=O)C(=O)c2cn(CC(=O)N3CCCCC3)c3ccccc23)cc1	2	-6	3	-9	-1	3	-6	-4
O=C(c1ccc(-c2nnc(-c3ccccc3)o2)cc1)N1CCCCCC1	9	-67	93*	-72	4	-53	-17	88*
O=C(N[C@H](C(=O)O)c1ccccc1)C1CCC(Cn2cnc3ccccc3c2=O)CC1 (stereo not given in full)	-19	14	-2	17	-3	7	15	-6
CC(C)N(C(=O)[C@H]1C[C@H](CC(=O)NCC23CC4CC(CC(C4)C2)C3)C(=O)N2CCc3c([nH]c4ccc(Cl)cc34)[C@]12C)C(C)C	21	5	3	17	1	/	/	/
Cc1ccc(S(=O)(=O)N(C)C)cc1NC(=O)c1ccccc1Br	2	4	8	17	-11	-1	3	-3
COc1cccc(C(=O)N2CCN(C3CCC(c4ccccc4)CC3)CC2)c1OC (stereo not given)	7	2	1	-6	-3	16	2	2
Clc1ccc(-c2ccnc(Oc3ccc4ccccc4c3)n2)cc1	2	-2	-2	15	-2	3	-5	-1
CCc1nccn1CCC(=O)N1CCCC(N2CCN(c3ccccc3F)CC2)C1 (stereo not given)	3	8	2	-8	-7	-14	0	-2
O=c1c2c3c(sc2nc2sc(CN4CCCCC4)cn12)CCCC3	2	/	-2	-67	/	-30	-8	-12
COc1ccc([N+](=O)[O-])cc1NC(=O)C(C)Sc1nc(C)c(C)c(C)n1 (stereo not given)	8	4	-9	-9	11	2	-5	-9
O=C(Oc1cccc2c(=O)[nH]ccc12)c1ccccc1	7	-1	-4	14	-1	-10	-2	-6
Cc1ccc(C(=O)OCC(=O)NCC2CCCO2)c(C)c1 (stereo not given)	-11	15	1	21	-3	-1	-1	13
CC1CCCCC1NS(=O)(=O)c1ccc2c(c1)CCC(=O)N2 (stereo not given)	-7	0	2	1	0	-16	10	-3
CCOc1cccc(NC(=O)CSc2sc3c(O)cc(=O)[nH]c3c2C#N)c1	8	21	-1	-5	-1	17	-3	1
COc1ccc(OC)c2[nH]c(=O)c(CCNC(=O)C(C)(C)C)cc12	6	7	11	10	8	0	-7	-11
COc1cccc(CNC(=O)CCS(=O)(=O)c2ccc3c(c2)NC(=O)C(C)S3)c1 (stereo not given)	3	-2	-2	-1	-3	-3	2	0
CNC(=O)/C(C#N)=C/c1ccc(OCCOc2ccccc2)cc1	3	-17	11	-30	-3	-27	-9	-15
CCCCCN(C(=O)CCC(=O)OCc1cccc(Cl)c1)c1c(N)n(CCCC)c(=O)[nH]c1=O	-7	-5	1	24	0	-7	-3	7
CCCCn1nc(NC(=O)COC)c2cc3ccc(C)cc3nc21	3	-13	1	-5	0	-12	8	-8
Cc1nn(CCc2nn[nH]n2)c2nc(C(F)(F)F)cc(C(F)(F)F)c12	9	16	6	16	12	-6	11	4
C/C(=N\NC(N)=O)c1ccccc1	-3	-1	0	2	-8	-2	0	2
O=C(Nc1ccccc1)c1nc[nH]c1C(=O)NCCCNC(=O)c1[nH]cnc1C(=O)Nc1ccccc1	13	-6	12	18	8	0	0	4
COc1ccc(O)c(C(=O)c2cnn(S(=O)(=O)c3ccc(C)cc3)c2)c1	18	-1	-8	-11	-1	-11	-5	-8
CN(C(=O)CSC1=NC2C(N=N1)c1cc(Br)ccc1N2C)C1CCCCC1 (stereo not given)	4	14	-2	8	-1	-4	0	7
O=Cc1c(N2CCSCC2)nc2ccccn2c1=O	-28	4	10	18	-3	12	0	3
COc1ccc(NC(=O)Nc2nccs2)cc1	-6	-18	56*	-11	-14	7	-8	32

4 entries from above, sorted by molecular weight, ascending.
SMILES	Apaf1 inhib	Gli-Sufu block	SENP7 inh	697 NFkB inh	HKDC1 inh	Jurkat NFkB inh	UBC13 inh	SENP8 inh
COc1ccc(NC(=O)Nc2nccs2)cc1	-6	-18	56*	-11	-14	7	-8	32
O=Cc1c(N2CCSCC2)nc2ccccn2c1=O	-28	4	10	18	-3	12	0	3
CCCCCN(C(=O)CCC(=O)OCc1cccc(Cl)c1)c1c(N)n(CCCC)c(=O)[nH]c1=O	-7	-5	1	24	0	-7	-3	7
O=C(Nc1ccccc1)c1nc[nH]c1C(=O)NCCCNC(=O)c1[nH]cnc1C(=O)Nc1ccccc1	13	-6	12	18	8	0	0	4

(next part)
SMILES	Apaf1 inhib	Gli-Sufu block	SENP7 inh	697 NFkB inh	HKDC1 inh	Jurkat NFkB inh	UBC13 inh	SENP8 inh
Cc1ccc(C(=O)NCCSc2ccccc2)cc1S(=O)(=O)Nc1ccccc1	-8	30	4	8	-2	-9	7	1
CCOc1ccc(NC(=O)CSc2n[nH]c(N)n2)c([N+](=O)[O-])c1	-3	-1	7	-7	-8	7	4	8
Cc1cc2c(cn1)C(CCC#N)(CCC#N)c1ccccc1-2	-3	-15	-4	-9	-3	-2	-4	-2
O=C(Nc1nnc(-c2ccccc2Cl)o1)c1nc2ccccc2s1	9	0	1	-10	-10	0	-34	-4
COC(=O)C[C@H](NC(=O)Cn1cnc2c(SC)nc(N)nc21)C(=O)OC	8	0	-5	-12	-3	-15	-8	-13
NS(=O)(=O)c1cc2c(cc1Cl)NC(C1C[C@H]3C=C[C@@H]1C3)NS2(=O)=O (stereo not given in full)	-3	1	3	-2	-2	5	14	-3
O=C(CSc1n[nH]c(-c2cccs2)n1)N1CCN(S(=O)(=O)c2ccc3ccccc3c2)CC1	6	1	4	13	5	-4	0	2
COc1ccccc1N(C)S(=O)(=O)c1ccc(C(=O)Nc2ccc(C(N)=O)cc2)cc1	20	3	-8	-10	-2	-21	-1	-19
C=CCSc1ncccc1C(=O)NCCc1ccccc1	-2	-3	5	-1	2	6	5	3
CCN1CCN(c2ccc(S(=O)(=O)N3CCOCC3)cc2NC(=O)/C=C/c2ccc([N+](=O)[O-])cc2)CC1	16	16	-10	1	0	4	-2	-11
CCOc1ccc(S(=O)(=O)N2CCCCC2)cc1NC(=O)C1COc2ccccc2O1 (stereo not given)	8	18	8	3	2	-13	-1	5
CC(=O)c1ccc2c(c1)OCCOCCOCCO2	-7	1	8	-17	-8	-5	-7	-5
COc1ccccc1C(=O)OCc1ccc2sc(C)nc2c1	9	-20	7	10	2	1	-1	6
O=C(CN1CCC(C(=O)c2ccc3c(c2)OCCO3)CC1)NCc1ccccc1	14	-12	-10	-2	0	-6	4	-12
COc1cccc(CNc2ccc([N+](=O)[O-])cc2C)c1	4	1	-14	-2	2	-5	-4	-9
